FBPA coupling cs: coupling enzyme interference in Giardia aldolase counter-screen | actives 0.67% (n = 290,000) | coupling enzyme system counterscreen, AmpLite Red fluorescence | activity change, negative = inhibition, % at 58.2 µM, hits read low; in the data active means activity change below about -30%; further: on the % scale 0 is the no-effect control and ±100 the full control effect
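Compounds tested against the coupling enzymes alone at 57.5 uM final; readout was AmpLite Red fluorescence (525/598 nm) after 20 min at RT.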
Giardia killer: Giardia lamblia killing; Giardia lamblia trophozoite viability; actives 0.15% (n = 340,000); activity change, % at 7.66 µM, hits read low; in the data active means activity change below about -80%; inconclusive means between about -30% and that limit;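 further: parasites exposed to compound for two days anaerobically before the ATP read; on the % scale 0 is the no-effect control and ±100 the full control effect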
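Luminescence from cellular ATP indicates surviving trophozoites (100 cells/well) following 48 hrs anaerobic compound treatment at 37 deg C; signal develops 15-30 min at room temperature.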
KCNH2 WT inh: inhibitors of human wildtype KCNH2 potassium channel; AID 720551; activity change, % at 1.84 µM; actives 0.37% (n = 340,000); Q12809; U2OS, BacMam KCNH2, thallium flux FluxOr; stronger effect = lower value;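 active means maximum activity change below -70%; inconclusive means maximum activity change between -70% and -50%; inactive means maximum activity change above -50%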; further: on the % scale 0 is the no-effect control and ±100 the full control effect
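U2OS cells were transduced with wild-type KCNH2 virus (2.03 x 10^8 / mL) for 4 h at room temperature, then cultured overnight at 37 C. Thallium flux was read with FluxOr dye. Rate constants were normalized to DMSO controls.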
CXXC DNA block: inhibitors of human MLL CXXC domain-DNA interaction. Q03164. MLL-CXXC / FITC-HOXA9 DNA fluorescence polarization. Potency, µM (titrated, usually from 115 µM), for inactives: top-dose activity change, negative = inhibition, most hits filed as inhibitors. actives 0.037% (n = 290,000); active means well fitted inhibition curve with a large enough effect in the polarisation, with a control signal flat, not every such curve was filed as active; inconclusive means small, poorly fitted or top-dose-only effect, or effect the other way, or a change in a side signal; inactive means no such curve, though single readings can be large or run the other way; the % refers to the polarisation; further: potency means the concentration at half of the fitted maximal effect
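Steps: dispense CXXC domain solution (7 uM) → pin compounds or unlabeled HOX-A9 DNA control → 5 min ambient → add FLSN-HOX-A9 solution (50 nM) → spin → 30 min ambient → fluorescence polarization. Tris pH 7.5/NaCl/DTT/BSA buffer.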
TRPV1 ag: human TRPV1 agonism; actives 0.19% (n = 320,000); activation, % at 8.33 µM; TRPV1-expressing cells, Fluo-8 calcium influx, agonist mode; in the data active means activation above about 80%; inconclusive means between about 30% and that limit; further: 0% is about no effect
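Cells expressing TRPV1 were dye-loaded with Fluo-8 and read kinetically: 10 s baseline, 3 min after compound (agonist portion), then 2 min after EC20 capsaicin (allosteric enhancer portion). Calcium-bound dye fluorescence at 480/520 nm.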
PKM2 act: PKM2 (human) enzyme activation. P14618. purified PKM2, Kinase-Glo ATP luminescence, activation; response scale: 0% is enzyme alone, no compound. Potency, µM (doses to about 57.5 µM), for the others: at the top dose activation, most hits filed as activators. actives 0.34% (n = 260,000). AID 1631; further: potency means the concentration at half of the fitted maximal effect; on the % scale 0 is the no-effect control and ±100 the full control effect; nearly all actives have a fitted effect of over 55% in size
Target sequence (P14618 whole entry, looked up): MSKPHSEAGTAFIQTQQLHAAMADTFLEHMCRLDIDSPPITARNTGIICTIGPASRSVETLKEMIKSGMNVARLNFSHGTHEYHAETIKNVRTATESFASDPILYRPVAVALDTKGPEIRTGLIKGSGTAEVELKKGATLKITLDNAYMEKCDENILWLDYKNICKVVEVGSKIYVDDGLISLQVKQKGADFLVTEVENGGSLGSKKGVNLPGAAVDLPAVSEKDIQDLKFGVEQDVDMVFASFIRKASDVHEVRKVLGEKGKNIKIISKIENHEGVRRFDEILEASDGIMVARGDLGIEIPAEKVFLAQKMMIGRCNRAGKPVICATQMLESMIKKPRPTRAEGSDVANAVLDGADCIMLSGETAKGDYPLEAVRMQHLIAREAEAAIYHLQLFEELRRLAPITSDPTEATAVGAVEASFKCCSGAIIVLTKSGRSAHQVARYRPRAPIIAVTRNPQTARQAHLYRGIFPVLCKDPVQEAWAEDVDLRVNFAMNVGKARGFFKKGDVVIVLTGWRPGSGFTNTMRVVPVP
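hPK-M2, >95% pure; 0.1 mM ADP / 0.5 mM PEP final; imidazole pH7.2 buffer w/ 7 mM MgCl2, 50 mM KCl; 1 h RT; Kinase-Glo lum. Intermediate enzyme activity for dual inhibitor/activator qHTS.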
KCNH2 3.1 block: KCNH2 3.1 (human) potassium channel inhibition; U2OS KCNH2 3.1, thallium flux FluxOr; stronger effect = lower value; activity change, % (tested at about 1.8 µM); actives 0.95% (n = 340,000); AID 720553;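 active means maximum activity change below -70%; inconclusive means maximum activity change from -70% to -50%; inactive means maximum activity change above -50%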;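 further: thallium influx rate constant from kinetic fluorescence after stimulation buffer; on the % scale 0 is the no-effect control and ±100 the full control effect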
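Kinetic fluorescence (2 min after stimulation buffer) measures Tl+ influx through KCNH2 3.1 expressed by viral transduction in U2OS cells; the rate constant is normalized against DMSO controls serving as positive and negative references.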
Menin-MLL TR inh: menin-MLL binding inhibition, Texas Red mutant peptide. actives 0.23% (n = 270,000). AID 1768. Menin + Texas Red MLL mutant peptide, fluorescence polarization. Potency, µM (doses to about 61.6 µM), for inactives: at the highest dose FP activity change, negative = inhibition, hits mostly inhibitors; active means well fitted inhibition curve with a large enough effect in the polarisation, with a control signal flat, not every such curve was filed as active; inconclusive means small, poorly fitted or top-dose-only effect, or effect the other way, or a change in a side signal; inactive means no such curve, though single readings can be large or run the other way; the % refers to the polarisation; further: potency means the concentration at half of the fitted maximal effect; % of control where 0% means no effect; many of its hits are not listed in these tables
GALK inhibitor: inhibitors of human galactokinase | P51570 | Purified GALK, Kinase-Glo residual ATP luminescence | Potency, µM (titrated, usually from 57.5 µM), inactives show at the highest dose activity change, negative = inhibition, most hits filed as inhibitors | actives 0.007% (n = 270,000) | AID 1868; further: potency means the concentration at half of the fitted maximal effect; on the % scale 0 is the no-effect control and ±100 the full control effect
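Quantitative HTS: GALK 5 nM, ATP 35 uM, galactose 100 uM, 1 h room temperature, then luciferase-based ATP detection.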
B2AR arrestin: agonists driving beta-arrestin recruitment to human beta2-adrenergic receptor; beta-arrestin recruitment to beta2AR, cell-based reporter; actives 0.02% (n = 330,000); Potency, µM (doses to about 46.1 µM), inactives show top-dose activation, most hits filed as activators;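 further: potency means the concentration at half of the fitted maximal effect; 0% = DMSO controls and full agonism = EC100 isoproterenol or metaproterenol; nearly all actives have a fitted effect of over 65% in size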
Target sequence (P07550 whole entry, looked up): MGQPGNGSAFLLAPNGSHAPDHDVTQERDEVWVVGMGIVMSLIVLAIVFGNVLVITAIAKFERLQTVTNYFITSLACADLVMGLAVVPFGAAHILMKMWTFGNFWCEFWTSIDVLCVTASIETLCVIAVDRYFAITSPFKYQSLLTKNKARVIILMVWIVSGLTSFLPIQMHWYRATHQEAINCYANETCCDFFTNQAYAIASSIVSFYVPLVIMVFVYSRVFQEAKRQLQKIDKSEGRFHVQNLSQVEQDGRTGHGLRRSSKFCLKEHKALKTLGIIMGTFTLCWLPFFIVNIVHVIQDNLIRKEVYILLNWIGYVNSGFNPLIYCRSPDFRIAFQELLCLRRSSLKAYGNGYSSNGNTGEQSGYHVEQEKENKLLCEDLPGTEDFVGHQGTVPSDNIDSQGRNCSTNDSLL
USP2a inh: USP2a (human) protease inhibition; O75604; USP2 core, Ub-CHOP2 coupled fluorogenic reporter, 485/531; Potency, µM (highest dose often 38.3 µM), without a hit: top-dose activity change, negative = inhibition, actives largely listed as inhibitors; actives 0.01% (n = 330,000); AID 463254;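 further: potency means the concentration at half of the fitted maximal effect; plate controls were DMSO wells for no effect and full inhibition by NEM control for full effect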
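Deubiquitinase activity read as fluorescence (485/531 nm) after Ub-CHOP2 cleavage activates the enterokinase reporter on its substrate; USP2 core 10nM, Ub-CHOP2 and substrate 25nM each, 30min compound preincubation then 60min RT; data normalized to NEM, curves fitted.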
* marks the source's active call; other numbers are inactive results; ? = inconclusive; nt = not tested or not shown; & = joins results of further samples; [ ] = remark or other dose. Unless noted, the call rests on the fitted dose curve; in most records, active means well fitted curve in the direction sought with a large enough effect; inconclusive means small, poorly fitted or top-dose-only effect, or another doubt; inactive means no such curve, though single readings can be large; an effect the other way counts as inactive or inconclusive.

No.	SMILES	FBPA coupling cs	Giardia killer	KCNH2 WT inh	CXXC DNA block	TRPV1 ag	PKM2 act	KCNH2 3.1 block	Menin-MLL TR inh	GALK inhibitor	B2AR arrestin	USP2a inh
1	COc1ccc(S(=O)(=O)N(C)C[C@H]2Oc3ccc(NC(=O)Cc4cn(C)c5ccccc45)cc3C(=O)N([C@@H](C)CO)C[C@@H]2C)cc1	nt	-4	-15	nt	nt	nt	9	nt	nt	-0.6%	1%
2	COc1ccc(Br)cc1/C=C/C(=O)NC(=S)Nc1ccc(Cl)c(C(=O)O)c1	-4	?	-5	-8%	-2	-9%	-7	33%[activator]	-2%	0.1%	2%
3	COc1ccccc1CNC(=S)NCc1ccc(Cl)cc1	-1	-13	-2	19%	?	-1%	-14	32%[activator]	-1%	0.5%	-1%
4	S=C(Nc1ccc(Cl)cc1)Nc1ccc2c(c1)OCCO2	nt	14	-8	1%	-1	1%	4	nt	0%	-0.2%	-1%
5	CC(=O)Nc1ccc(NC(=O)COc2ccc(S(=O)(=O)N3CCCC3)cc2C)cc1	0	10	2	-4%	0	1%	0	-1%	4%	-0.9%	0%
6	Cc1cc2ncn(C(=O)N3CCOCC3)c2cc1C	0	-19	0	15%	0	-5%	5	-18%	1%	-0.3%	0%
7	O=c1c(-c2ccccc2)coc2c(CN3CCOCC3)c(O)ccc12	0	-4	-3	7%	1	-4%	-3	7%	1%	0.0%	3%
8	COc1ccc(NS(=O)(=O)NC(=O)c2c[nH]c3ccccc23)cc1	nt	-8	8	3%	0	nt	6	nt	6%	0.1%	4%
9	CN(C)CCCN1C(=O)C2CCc3[nH]c4ccccc4c3C2C1=O (stereo not given)	-8	1	17	?	-1	-2%	3	-1%	4%	-0.2%	1%
10	CC(=O)c1ccccc1OC(=O)COc1ccc([N+](=O)[O-])cc1	0	-6	6	?	-2	-25%	6	14%	1%	0.1%	3%
11	Cc1cc(-c2nnc(SCC(=O)NC3CCCC3)o2)no1	4	-4	-18	13%	0	-2%	-9	-2%	-1%	-1.1%	2%
12	Cc1ccccc1SCC(=O)NNC(=O)c1ccncc1	nt	14	8	nt	-1	nt	-4	nt	nt	-0.1%	0%
13	CO/N=C(/CS(=O)Cc1ccc(Cl)cc1)c1ccc(Cl)cc1 (stereo not given)	1	-8	4	-12%	-13	-3%	8	1%	-1%	-0.3%	5%
14	O=C1COc2ccccc2CN1	2	6	-9	8%	-2	-1%	-9	3%	nt	-0.1%	2%
15	Cc1nnc(NC(=O)C2CC(=O)N(C(C)c3ccccc3)C2)s1 (stereo not given)	nt	-15	-2	4%	-2	-7%	0	nt	-2%	-0.3%	0%
16	Cc1cccc(C)c1NC1=C(Cl)C(=O)OC1OC(=O)c1ccccc1 (stereo not given)	1	12	2	161%[activator]	1	-1%	24	5%	6%	0.1%	2%
17	CC(=O)Nc1c(O)nc(SCC(=O)N2CCCCC2)[nH]c1=O	nt	-5	-29	nt	1	nt	14	nt	nt	-0.9%	-2%
18	CC1CCc2nc(NC(=O)CCSc3ccccc3)sc2C1 (stereo not given)	3	19	4	8%	23	10%	-10	8%	0%	-0.6%	2%
19	C=CCN(CC=C)C(=S)NC(=O)/C=C/c1ccc(C)cc1	8	13	-1	-2%	13	-3%	1	-20%	3%	0.0%	-1%
20	COc1ccc(C[C@@H]2CN3C(=NC[C@@H]3C)N2CCNC(=O)c2ccc(C)c(Br)c2)cc1	2	-23	-37	5%	3	2%	-30	?	0%	-0.5%	8%

Compounds 19–20 of the list above:
No.	SMILES	FBPA coupling cs	Giardia killer	KCNH2 WT inh	CXXC DNA block	TRPV1 ag	PKM2 act	KCNH2 3.1 block	Menin-MLL TR inh	GALK inhibitor	B2AR arrestin	USP2a inh
19	C=CCN(CC=C)C(=S)NC(=O)/C=C/c1ccc(C)cc1	8	13	-1	-2%	13	-3%	1	-20%	3%	0.0%	-1%
20	COc1ccc(C[C@@H]2CN3C(=NC[C@@H]3C)N2CCNC(=O)c2ccc(C)c(Br)c2)cc1	2	-23	-37	5%	3	2%	-30	?	0%	-0.5%	8%

New compounds follow.
No.	SMILES	FBPA coupling cs	Giardia killer	KCNH2 WT inh	CXXC DNA block	TRPV1 ag	PKM2 act	KCNH2 3.1 block	Menin-MLL TR inh	GALK inhibitor	B2AR arrestin	USP2a inh
21	CCCCCCOc1ccc(C(=O)O)cc1	31	-7	5	-1%	1	0%	0	nt	0%	-0.6%	1%
22	CCC(=O)OC1(C)C(=O)C2=COC(c3ccc(OC)cc3)=CC2=C(Br)C1=O (stereo not given)	2&2	23	-1	-8%	-1	-1%	10	3%	2%	0.2%	1%
23	CN(C)/C=N/c1c(C#N)cnn1-c1ncnc2sc(-c3ccccc3)cc12	-2	-2	-10	3%	16	?	0	-3%	1%	-0.5%	0%
24	Cc1ccc(C)c(N2C(=O)CC(Cc3ccc(Cl)cc3)C2=O)c1 (stereo not given)	1	14	2	-13%	8	-1%	4	-4%	0%	0.1%	-1%
25	Cc1c(Cl)cccc1NC(=S)NCCc1ccc(Cl)cc1	0	12	0	4%	28	-2%	-38	29%	-2%	4.1%	2%
26	CCN(CC)S(=O)(=O)c1cc(C(=O)Nc2ccncc2)ccc1Cl	1	10	5	-3%	?	-3%	3	11%	-2%	-0.4%	-1%
27	O=[N+]([O-])c1ccc(COc2ccc(-c3[nH]ncc3-c3ccc(Cl)cc3)c(O)c2)cc1	-2	15	1	-5%	-4	-14%	17	0%	-4%	-0.9%	-13%
28	CCOC(=O)CN1C(=O)C(CC)Oc2ccc(Cl)cc21 (stereo not given)	-1	-7	-4	-4%	8	1%	-8	-5%	1%	-0.1%	0%
29	COc1cccc(/C=N/NC(=O)c2[nH]nc3c2CCc2ccccc2-3)c1O	-1	9	3	44%[activator]	-6	-2%	-1	?	0%	-0.3%	2%
30	N#C/C(=N\Nc1ccccc1)C(=N)N1CCCCCC1	0	12	-4	-6%	?	-11%	-1	nt	4%	-0.1%	1%
31	O=C(c1ccccc1Cl)N1CCSCC1	1	19	6	-2%	17	-12%	7	nt	5%	-0.7%	1%
32	CCOC(=O)CC(NC(=O)Cn1nnc(-c2ccccc2)n1)c1ccc(OC)cc1 (stereo not given)	-1	7	-4	8%	0	-2%	3	1%	0%	-0.1%	2%
33	Nc1ncnc(Sc2ccc(Cl)cc2)c1[N+](=O)[O-]	2	0	0	-11%	-1	0%	3	2%	0%	-2.8%	3%
34	O=C(NCc1ccc2[nH]c3c(c2c1)CCCC3)N1CCOCC1	-53*	nt	nt	?	-3	2%	nt	-25%	-3%	0.0%	3%
35	CN(C)c1ccc(Cl)cc1N	-2	11	-10	?	-2	-2%	-6	-12%	1%	0.2%	2%
36	O=C(NCCCN1CCOCC1)c1cc(C(=O)C2CC2)c[nH]1	1	-9	4	-3%	-5	-1%	6	9%	3%	0.1%	0%
37	C=CCc1cccc(CNc2ccc(S(=O)(=O)Nc3nccnc3OC)cc2)c1O	7	-3	-9	3%	-2	nt	-17	9%	-1%	0.0%	1%
38	CC(=O)Nc1ccc(S(=O)(=O)N2CCSC2c2ccccc2Cl)cc1 (stereo not given)	0	3	3	9%	27	0%	-1	?	-2%	-0.4%	-11%
39	O=C(CCN1C(=O)[C@@H]2Cc3ccccc3CN2C1=O)NCCc1ccccc1	nt	-18	-4	-2%	1	nt	-19	nt	2%	-0.3%	2%
40	Cc1ccc(C2CC(=O)c3cnc(N4CCc5ccccc5C4)nc3C2)cc1 (stereo not given)	-2	-13	1	9%	13	-5%	-13	-28%	nt	0.1%	2%
41	S=C(NCCc1ccccc1)N1CCn2cccc2C1c1cccnc1 (stereo not given)	0	2	5	24%	?	1%	-1	15%	6%	-0.4%	3%

In a second layout: entries from further up
30) N#C/C(=N\Nc1ccccc1)C(=N)N1CCCCCC1
  FBPA coupling cs = 0
  Giardia killer = 12
  KCNH2 WT inh = -4
  CXXC DNA block = -6%
  TRPV1 ag = ?
  PKM2 act = -11%
  KCNH2 3.1 block = -1
  Menin-MLL TR inh = nt
  GALK inhibitor = 4%
  B2AR arrestin = -0.1%
  USP2a inh = 1%
31) O=C(c1ccccc1Cl)N1CCSCC1
  FBPA coupling cs = 1
  Giardia killer = 19
  KCNH2 WT inh = 6
  CXXC DNA block = -2%
  TRPV1 ag = 17
  PKM2 act = -12%
  KCNH2 3.1 block = 7
  Menin-MLL TR inh = nt
  GALK inhibitor = 5%
  B2AR arrestin = -0.7%
  USP2a inh = 1%

High-throughput results from PubChem.

Not all compounds are listed, so the mix of outcomes need not match the whole.
